# Screening results (PubChem)
# SENP7 inh: SENP7 protease inhibition; inhibition, % at 5 µM; 1.5% of 330,000 active; recombinant SENP7, Z-RLRGG-aminoluciferin luminescence, 40 min;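 active means inhibition above about 50% at the single test dose, limit read from the data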;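 further: plate controls were DMSO with enzyme for no effect and no enzyme buffer wells for full effect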
# Target sequence (Q9BQF6 706-1050 limits assumed): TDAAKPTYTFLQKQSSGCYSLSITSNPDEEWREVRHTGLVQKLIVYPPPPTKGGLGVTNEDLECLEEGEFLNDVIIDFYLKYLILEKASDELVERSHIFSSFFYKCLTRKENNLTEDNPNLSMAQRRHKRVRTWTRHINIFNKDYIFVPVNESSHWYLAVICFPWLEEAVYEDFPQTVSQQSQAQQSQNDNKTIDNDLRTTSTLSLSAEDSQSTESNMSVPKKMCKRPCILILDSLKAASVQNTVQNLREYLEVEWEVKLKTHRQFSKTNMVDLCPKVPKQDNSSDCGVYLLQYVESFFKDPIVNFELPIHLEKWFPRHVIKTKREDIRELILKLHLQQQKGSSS
# SENP8 block-1: blocks human SENP8 cleavage of Nedd8 substrate; AID 602440; 0.64% of 360,000 active; recombinant SENP8, Nedd8 substrate fluorescence; inhibition, % at 20 µM; Q96LD8; in the data active means inhibition mostly above about 40%, no sharp cut-off; inactive means mostly below about 27%
# Target sequence (Q96LD8 whole entry, looked up): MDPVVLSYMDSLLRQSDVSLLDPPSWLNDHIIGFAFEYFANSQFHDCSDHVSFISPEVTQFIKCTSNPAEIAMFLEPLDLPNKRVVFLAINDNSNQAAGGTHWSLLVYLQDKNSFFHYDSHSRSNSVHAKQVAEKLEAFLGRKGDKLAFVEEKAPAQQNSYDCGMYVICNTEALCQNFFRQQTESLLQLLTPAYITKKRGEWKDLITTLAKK
# SENP6 inh: blocks the human protease SENP6 | 1.8% of 330,000 active | inhibition, % at 10 µM | Recombinant SENP6 catalytic domain, aminoluciferin luminescence;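 active means inhibition above about 50% at the single tested dose, limit read from the data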;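 further: plate controls were DMSO wells with enzyme for no effect and DMSO wells lacking enzyme for full effect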
# Target sequence (Q9GZR1 628-1112 limits assumed): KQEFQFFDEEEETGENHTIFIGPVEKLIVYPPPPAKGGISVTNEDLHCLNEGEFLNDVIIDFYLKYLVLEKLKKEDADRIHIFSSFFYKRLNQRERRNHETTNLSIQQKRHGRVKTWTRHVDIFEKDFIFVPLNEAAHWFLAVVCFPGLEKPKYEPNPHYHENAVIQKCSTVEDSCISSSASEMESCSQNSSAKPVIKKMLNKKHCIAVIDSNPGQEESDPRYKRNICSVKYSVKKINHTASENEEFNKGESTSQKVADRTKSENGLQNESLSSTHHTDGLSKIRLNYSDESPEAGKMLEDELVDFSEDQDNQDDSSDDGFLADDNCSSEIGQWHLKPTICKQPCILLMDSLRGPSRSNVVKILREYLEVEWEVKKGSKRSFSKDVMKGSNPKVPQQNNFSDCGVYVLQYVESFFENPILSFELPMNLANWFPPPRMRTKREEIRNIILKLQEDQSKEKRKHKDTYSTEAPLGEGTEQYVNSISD
# PfGluPho inh: PfG6PD (Plasmodium falciparum) enzyme inhibition; PfGluPho enzyme, NADPH resazurin-diaphorase fluorescence; inhibition, % at 20 µM; 0.78% of 350,000 active;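 active means inhibition reaching at least a set limit at 20 µM in the primary screen, cut at about 59% in these data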;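 further: 0% = DMSO wells with substrate and 100% = DMSO wells lacking glucose-6-phosphate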
# HKDC1 inhibitor: inhibitors of human hexokinase HKDC1 | recombinant HKDC1, G6PDH/diaphorase resazurin coupled fluorescence | inhibition, % at 20 µM | AID 493160 | 0.16% of 340,000 active | Q2TB90;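 active means inhibition above about 35% when tested at 20 µM, limit read from the data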;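 further: plate controls were DMSO wells with enzyme for no effect and DMSO wells lacking enzyme for full effect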
#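 Material: recombinant HKDC1 hexokinase; Amount: HKDC1 at 5 µg/mL; Medium: Tris pH 8.0 buffer with MgCl2, Tween-20, BSA, BME; Schedule: 90 min reaction incubation at room temperature, dark; Technique: coupled resazurin fluorescence, excitation 525 nm, emission 613 nm.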
# Apaf1 inhib: inhibitors of human Apaf-1 apoptosome | reconstituted apoptosome caspase-3 activity, DEVD-Rh110 fluorescence | 0.71% of 330,000 active | O14727 | inhibition, % at 20 µM; active means inhibition of at least 40% at 20 µM;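 further: plate controls were DMSO wells for no effect and DEVD-CHO caspase inhibitor wells for full effect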
#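 Material: cell-free apoptosome with Apaf-1, procaspase-3 and caspase-9; Buffer or medium: Hepes pH 7.5 with detergent and BSA; Reagent: cytochrome c trigger plus (Z-DEVD)2-Rh110 caspase-3 substrate; Times: compound with Apaf-1, dATP, procaspase-3 30 min, then 50 min reaction, room temperature; Technique: Rh110 fluorescence intensity.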
# SENP1 FRET inh: SENP1 (human) catalytic domain inhibition. inhibition, % at 10 µM. 0.21% of 360,000 active. recombinant SENP1 catalytic domain, CyPet-SUMO1-YPet FRET cleavage;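 active means inhibition at least 30% at 10 µM, raw YFP signal under a set limit, fluorescence ratio 0.5 to 1.5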;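 further: 0% = enzyme with DMSO and 100% = no enzyme wells; some results filed as inactive read as strong as hits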
#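 Assay system – human recombinant His6-tagged SENP1 catalytic domain enzyme · Input – SENP1 enzyme, 20 pM final · Buffer or medium – Tris pH 8 buffer plus EDTA, NaCl, BME, BSA, NP40, catalase · Schedule – 50 min reaction at room temperature · Technique – FRET read of cyan and yellow fluorescence · Control set – no-enzyme wells low, DMSO-plus-enzyme wells high control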
# NALP3 yeast inh: inhibitors of NALP3 inflammasome in yeast; Yeast reconstituted NLRP3/ASC/caspase-1, beta-gal luminescence, 24 h; inhibition, % at 10 µM; 0.39% of 330,000 active; AID 2825;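 active means inhibition of 50% or more; inactive means inhibition below 50%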;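 further: plate controls were induced DMSO wells for no effect and uninduced yeast grown without galactose for full effect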
# SENP8 block-2: blocks the human protease SENP8 | 1.2% of 330,000 active | purified SENP8, Z-RLRGG-aminoluciferin cleavage, luminescence | AID 2540 | inhibition, % at 10 µM; in the data active means inhibition above about 50%
# Numbers without * were called inactive; · = not tested or not shown.
SMILES,SENP7 inh,SENP8 block-1,SENP6 inh,PfGluPho inh,HKDC1 inhibitor,Apaf1 inhib,SENP1 FRET inh,NALP3 yeast inh,SENP8 block-2
Cc1ccc2[nH]c3c(c2c1)CCNC3=O,3,-272,24,-4,-5,-6,0,4,5
Cc1[nH]c2ccccc2c1/C=N/NC(=O)c1cc(C(C)C)[nH]n1,0,-63,-19,8,4,-10,0,-10,5
CCCCOc1ccc(C(=O)NCC(=O)NCC(c2ccc(F)cc2)N2CCOCC2)cc1 (stereo unspecified),2,2,2,2,-2,21,-2,15,-2
COc1ccc(/C=C/C(=O)NC(=S)Nc2ccccc2C(=O)NC2CCCCC2)cc1,0,0,-15,-15,-8,-16,1,14,-5
CCOc1ccccc1NC(=O)COC(=O)C1CC1,-3,-17,-19,-18,-2,-3,2,4,-14
CCCOc1ccc(N2C(=O)CC(N(CCCO)C(=O)CC)C2=O)cc1 (stereo unspecified),8,12,-1,-7,2,-2,1,14,1
O=C(c1ccncc1)N1CCN(S(=O)(=O)c2cccc(F)c2)CC1,1,-1,-6,6,-5,5,2,7,6
O=C(Nc1ccc(Cl)c(C(F)(F)F)c1)[C@@H]1CC=C[C@@H]2CCN(Cc3ccccc3)C(=O)[C@@H]21,-5,14,10,8,-4,14,1,3,-1
Nc1nc(-c2ccccc2)c(-c2ccccc2)o1,-3,-136,-10,16,-1,-12,1,-27,-2
CCOC(=O)N1CCN(C(=O)c2ccc3nc(N4CCCCC4)sc3c2)CC1,4,14,6,-25,-3,-6,-1,13,3
COc1ccc(N2CCN(C(=O)c3oc4ccccc4c3C)CC2)cc1,-2,7,-4,-3,-2,6,1,-11,6
CN(C)c1ccc(C(C(=O)NCC2CCCO2)N(Cc2ccco2)C(=O)c2snc(C(N)=O)c2N)cc1 (stereo unspecified),-16,-41,-27,7,0,-5,1,24,6
CN(N=O)c1ccc(C=C2C=Cc3ccccc32)cc1,·,51*,·,16,-2,·,9,·,·
C/C(=N/Nc1ccccc1[N+](=O)[O-])c1ccc(C)c([N+](=O)[O-])c1,7,28,-20,-18,-5,1,2,2,5
Cc1ccc(NC(=O)C(C)NC(=O)OCc2ccccc2)cc1C (stereo unspecified),5,17,0,-7,-3,6,-1,24,-4
COc1ccc(CN2C(=O)c3ccccc3C2C(=O)NCC2CCCO2)c(OC)c1 (stereo unspecified),-1,12,-5,-4,-3,-8,0,5,0
CCCCn1c(N)c(N(CCOC)C(=O)CN(C)CC(=O)Nc2ccc(Cl)c(Cl)c2)c(=O)[nH]c1=O,14,-20,-4,13,-2,-8,-6,25,6
COc1ccc(-c2nnc(SCC(=O)N3CCCC3=O)n2N)cc1OC,14,12,-11,24,-2,-3,1,10,1
CC(C)NS(=O)(=O)c1ccc2c(c1)NCC2,-2,4,3,-3,-4,-3,1,3,-12
Cc1cnc(C(=O)Nc2ccccc2C(=O)N2CCOCC2)cn1,5,24,6,0,-3,-3,0,-4,8
Cc1nn(S(=O)(=O)c2cccs2)c(C)c1Sc1ccc([N+](=O)[O-])cc1,-5,24,-12,11,1,15,3,-8,-10
CC(C)(C)NC(=O)Cn1c(SCC(=O)NC2CCCCC2)nc2ccccc21,8,13,-19,5,-6,-22,1,-4,-8
O=C(NCCCN1CCOCC1)c1cn(-c2ccccc2)nc1-c1cccs1,1,12,-9,-3,-2,0,1,6,4
CCC(CO)Oc1cc(NCc2ccccc2)c2ncn(C3CCCC3)c2c1 (stereo unspecified),8,2,2,25,9,33,-57,19,0
CC1CCC2C(=O)N(c3ccccc3OC(=O)c3ccccc3F)C(=O)C2C1 (stereo unspecified),4,18,16,-12,-3,-5,2,1,-2
CCOC(=O)c1[nH]c2ccccc2c1NC(=S)Nc1ccccc1,6,-374,-8,23,0,6,3,19,-11
COc1ccc(-c2oc(/N=C/N3CCOCC3)c(C#N)c2-c2ccc(OC)cc2)cc1,1,-47,8,8,4,17,2,14,2
Cc1ccc(NC(=O)O/N=C/c2ccc(Br)cc2)cc1,-5,8,10,-2,-1,7,1,26,-8
CCOc1ccc(N2CC(C(=O)N3CCN(C(=O)c4ccco4)CC3)CC2=O)cc1 (stereo unspecified),2,6,-14,-2,7,5,2,7,2
Cc1ccc(S(=O)(=O)N2CCOC2CNC(=O)C(=O)NCCCN2CCOCC2)cc1 (stereo unspecified),2,13,0,-17,3,15,0,17,-11
O=C(NCc1ccccc1Cl)c1cnc2ccccc2n1,-4,1,-10,5,0,7,-2,14,-3
O=C1c2ccccc2NC(c2cccs2)N1NS(=O)(=O)c1ccccc1 (stereo unspecified),-2,-405,-8,-1,-9,-4,0,25,0
O=C(CSc1nnc(COc2cccc3ccccc23)o1)N1c2ccccc2CCc2ccccc21,-9,14,-7,5,-2,17,3,-7,-4
CC(NC(=O)Cc1ccc(S(=O)(=O)N2CCOCC2)s1)c1ccc(Br)cc1 (stereo unspecified),·,9,·,1,-6,·,-1,·,·
COCCNC(=S)N/N=C/c1c(C)[nH]c2ccccc12,5,2,8,13,-4,-1,47,13,-1
CC(C)(C)n1ncc2c(=O)n(Cc3ccc(Cl)c(Cl)c3)cnc21,-7,7,-2,-5,-5,0,1,17,1
CN(Cc1nnc(-c2ccc(F)cc2)o1)c1ccccc1,9,-4,2,16,-5,4,-5,12,-3
CCCOC(=O)c1ccc(NC(=O)C2CCCO2)cc1 (stereo unspecified),3,14,-10,11,7,4,0,33,-11
NS(=O)(=O)c1ccc(CCNC(=O)CSc2ccc([N+](=O)[O-])cc2)cc1,-2,19,-19,-5,-4,1,2,-6,-3
CC(C)(C)NC(=O)COC(=O)c1cc(F)c(F)cc1Cl,12,10,-1,-5,2,2,0,21,1

# Exported with values under each structure: entries from further up
# Each structure is followed by: SENP7 inh, SENP8 block-1, SENP6 inh, PfGluPho inh, HKDC1 inhibitor, Apaf1 inhib, SENP1 FRET inh, NALP3 yeast inh, SENP8 block-2
> O=C1c2ccccc2NC(c2cccs2)N1NS(=O)(=O)c1ccccc1 (stereo unspecified)
  -2, -405, -8, -1, -9, -4, 0, 25, 0
> O=C(CSc1nnc(COc2cccc3ccccc23)o1)N1c2ccccc2CCc2ccccc21
  -9, 14, -7, 5, -2, 17, 3, -7, -4

# Structures above containing bromine (two):
SMILES,SENP7 inh,SENP8 block-1,SENP6 inh,PfGluPho inh,HKDC1 inhibitor,Apaf1 inhib,SENP1 FRET inh,NALP3 yeast inh,SENP8 block-2
Cc1ccc(NC(=O)O/N=C/c2ccc(Br)cc2)cc1,-5,8,10,-2,-1,7,1,26,-8
CC(NC(=O)Cc1ccc(S(=O)(=O)N2CCOCC2)s1)c1ccc(Br)cc1 (stereo unspecified),·,9,·,1,-6,·,-1,·,·

# Following part
SMILES,SENP7 inh,SENP8 block-1,SENP6 inh,PfGluPho inh,HKDC1 inhibitor,Apaf1 inhib,SENP1 FRET inh,NALP3 yeast inh,SENP8 block-2
Cc1cc(-c2nn(-c3ccccc3)cc2/C=C2\SC(N)=NC2=O)ccc1OC(C)C,7,-272,2,-14,5,-2,-3,11,2
O=C(Nc1ccccc1)c1ccc(F)cc1F,34,27,18,15,-3,2,-1,3,21
Cc1ccc(NC(=O)C(=O)NCCN2CCN(Cc3ccc([N+](=O)[O-])cc3)CC2)cc1,7,27,-5,6,-6,-1,0,19,0
COc1ccc(N(C(=O)c2ccco2)S(=O)(=O)c2cc(Cl)c(Cl)cc2Cl)cc1,1,6,-1,7,0,-9,1,20,3
O=C(CCl)N1c2ccccc2SCC1c1ccccc1 (stereo unspecified),1,-3,-18,-1,34,9,3,9,4
COc1ccccc1/C=C/C(=O)OCC(=O)Nc1ccc(Cl)cn1,6,-164,-8,-13,2,7,6,-4,-12
CCCOc1ccc(N2C(=O)C3C4C=CC(CC4)C3C2=O)cc1 (stereo unspecified),-9,10,7,-15,-4,-1,1,24,-2
Cc1nc(C)c(-c2ccc(SCc3cccc(F)c3)nn2)s1,-9,13,-13,21,-2,7,-1,-1,1
CCC(=O)Nc1ccc(C(=O)CSc2nc3ccccc3cc2CC)cc1,1,10,-21,-6,10,-8,-9,24,-3
COc1ccc(S(=O)(=O)Oc2ccccc2C(=S)N2CCOCC2)cc1,-2,11,-22,·,·,16,-3,16,-6
CN1C(=O)c2ccc(NC(=O)c3cccc4ccccc34)cc2C1=O,3,-282,10,3,-3,-1,0,13,6
COCCCN1CN(Cc2ccco2)CNC1=S,1,26,-18,-3,-4,-8,1,27,-6
CCn1nc(NS(=O)(=O)c2ccc(NC(C)=O)cc2)c2cc3cccc(C)c3nc21,6,-142,2,-11,2,4,-12,12,0
COC1=C(Nc2ccc(OC)cc2)C(=O)C(OC)=C(Nc2ccc(OC)cc2)C1=O,·,20,·,-2,5,·,3,·,·
Cc1nc2ccc(S(=O)(=O)NCC(=O)Nc3ccc(F)cc3)cc2s1,-11,6,-21,0,0,-3,1,1,-5
O=C(Nc1cccc(-c2csc(-c3ccccc3)n2)c1)c1cccs1,5,7,2,10,-1,-5,3,14,-2
Nc1ncnc2c1ncn2[C@@H]1O[C@H](CNCc2cccn2-c2nccs2)[C@@H](O)[C@H]1O,7,8,-11,11,-8,-7,0,7,0
COc1ccc(CNC(C)CCc2ccccc2)cc1 (stereo unspecified),1,3,-14,-17,3,8,2,24,-10

# Rewritten with each value named: 4 of the compounds above.
SMILES: O=C(NCCCN1CCOCC1)c1cn(-c2ccccc2)nc1-c1cccs1
  SENP7 inh = 1
  SENP8 block-1 = 12
  SENP6 inh = -9
  PfGluPho inh = -3
  HKDC1 inhibitor = -2
  Apaf1 inhib = 0
  SENP1 FRET inh = 1
  NALP3 yeast inh = 6
  SENP8 block-2 = 4
SMILES: CCC(CO)Oc1cc(NCc2ccccc2)c2ncn(C3CCCC3)c2c1 (stereo unspecified)
  SENP7 inh = 8
  SENP8 block-1 = 2
  SENP6 inh = 2
  PfGluPho inh = 25
  HKDC1 inhibitor = 9
  Apaf1 inhib = 33
  SENP1 FRET inh = -57
  NALP3 yeast inh = 19
  SENP8 block-2 = 0
SMILES: CC1CCC2C(=O)N(c3ccccc3OC(=O)c3ccccc3F)C(=O)C2C1 (stereo unspecified)
  SENP7 inh = 4
  SENP8 block-1 = 18
  SENP6 inh = 16
  PfGluPho inh = -12
  HKDC1 inhibitor = -3
  Apaf1 inhib = -5
  SENP1 FRET inh = 2
  NALP3 yeast inh = 1
  SENP8 block-2 = -2
SMILES: CCOC(=O)c1[nH]c2ccccc2c1NC(=S)Nc1ccccc1
  SENP7 inh = 6
  SENP8 block-1 = -374
  SENP6 inh = -8
  PfGluPho inh = 23
  HKDC1 inhibitor = 0
  Apaf1 inhib = 6
  SENP1 FRET inh = 3
  NALP3 yeast inh = 19
  SENP8 block-2 = -11
